# miR-122 sensor: inhibitors of miR-122 in Huh7 cells; Huh7 miR-122 Renilla luciferase sensor, 48 h; neutral wells = 0, positive control = 100; activation (reporter increase), % at 12.5 µM; 340,000 compounds, 0.3% hits; AID 602342;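 active means mean replicate activation score at least 90 and every replicate individually at or above 90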;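 further: higher luciferase means less miR-122 activity so hits act as miR-122 inhibitors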
# Numbers without * were called inactive. A portion of the library; rates above refer to the full screens.
miR-122 sensor,SMILES
12.2,CCC(C)N1CCCCC1C(=O)Nc1c(C)cc(C)cc1C (configuration not stated)
-4.8,CC(OC(=O)c1nn(C)c(=O)c2ccccc12)C(=O)NCc1ccc2c(c1)OCO2 (configuration not stated)
11.6,CCOC(=O)c1sc(N(Cc2ccccc2)C(=O)CN2C(=O)CN(C)C2=O)nc1C
0.7,O=C(Cn1cc([N+](=O)[O-])cn1)Nc1ccn(Cc2c(F)c(F)cc(F)c2F)n1
-14.3,O=C(CC1CCCC1)OCn1nnc2ccccc2c1=O
-0.9,O=C(CSc1ccc(Cl)cc1)N1CCN(c2ccc([N+](=O)[O-])cc2Cl)CC1
-2.7,COc1ccc(-c2csc(C3=C(O)CN(Cc4ccc(S(N)(=O)=O)cc4)C3=N)n2)cc1OC
-0.2,Cc1ccc(SCCNS(=O)(=O)c2ccc(F)cc2)cc1
-6.1,COc1ccc(NC(C)=O)cc1NC(=O)CN1CCN(CC(=O)Nc2ccc(Cl)cc2)CC1
-2.9,C=CCNC(=O)c1ccc(Sc2ccc(C)cc2)c([N+](=O)[O-])c1
2.4,COc1cc(CNCCSc2nnnn2C)cc(Br)c1OCc1ccccc1F
-3.4,Cc1nc(P(=O)(c2ccccc2)c2ccccc2)c(N2CCOCC2)o1
33.6,N#Cc1c(N)nc2c(c1-c1ccncc1)CCCC2
2.5,CCOc1cc(C(c2c(C)[nH][nH]c2=O)c2c(C)[nH][nH]c2=O)ccc1OS(=O)(=O)c1ccc(C)cc1
0.2,COc1c(F)c(F)c(C(=O)O)c(Nc2ccccc2C)c1F

# The last five entries of the part before open the next one.
miR-122 sensor,SMILES
2.4,COc1cc(CNCCSc2nnnn2C)cc(Br)c1OCc1ccccc1F
-3.4,Cc1nc(P(=O)(c2ccccc2)c2ccccc2)c(N2CCOCC2)o1
33.6,N#Cc1c(N)nc2c(c1-c1ccncc1)CCCC2
2.5,CCOc1cc(C(c2c(C)[nH][nH]c2=O)c2c(C)[nH][nH]c2=O)ccc1OS(=O)(=O)c1ccc(C)cc1
0.2,COc1c(F)c(F)c(C(=O)O)c(Nc2ccccc2C)c1F
-3.2,COc1cc2ccccc2cc1C(=O)Nc1nc(C)c(C(C)=O)s1
-6.0,C/C(=N\OCC(=O)Nc1ccc2c(c1)OCCO2)c1ccc2c(c1)OCCO2
-1.3,COc1cc(C(C[N+](=O)[O-])c2c(-c3ccccc3)cc3ccccn23)cc(OC)c1OC (configuration not stated)
-1.6,Cc1cccc(-c2csc(N)c2C(=O)OC(C)C)c1
-5.1,O=C(CNC(=O)c1ccccc1C(=O)O)c1ccccc1
0.5,CCOC(=O)CCCCNCc1ccccc1
-4.9,CO/N=C(/CS(=O)c1ccc(Br)cc1)c1ccc(OC)cc1 (configuration not stated)
2.2,CC1=C(C#N)C(C(F)(F)F)(C(F)(F)F)N=C(c2ccco2)N1
-2.8,C=CCSC1=C(C#N)C(c2ccccc2OC)CC(=O)N1 (configuration not stated)
-7.4,COc1ccc2c(=O)cc(-c3ccccc3)n(C)c2c1
-0.8,CC(=C/C(=O)O)/C=C/c1ccc(Cl)o1
-18.7,Cc1ccc(S(=O)(=O)N/N=C/c2cccc([N+](=O)[O-])c2)cc1
-3.8,COc1ccc(C(C)N2CC34C=CC(O3)C(C(=O)O)C4C2=O)cc1 (configuration not stated)
-0.8,CCCN(CCC)S(=O)(=O)c1ccc(C(=O)N2CCCc3ccccc32)cc1
-1.6,C=CCc1c(C)nc(-c2ccccc2)nc1Nc1ccc(O)cc1
1.2,CC(=O)Nc1ccc(-c2cn3cccnc3n2)cc1
-0.6,CC(C)(C)c1ccc(OCC(=O)NNC(=O)Cc2cccs2)cc1
1.0,CCCC(=O)C1=C(O)C(C(=O)OC)C(C)(C)CC1=Nc1cccc2ccccc12 (configuration not stated)
63.6,CCOc1ccc(NC(=O)CC2C(=O)N(C)C(=S)N2Cc2ccc3c(c2)OCO3)cc1 (configuration not stated)
-8.7,O=C(CSc1nnc(-c2ccco2)n1-c1ccccc1)NCc1ccco1
-8.3,COc1cccc(N(CC(=O)N2CCN(c3ccccc3OC)CC2)S(C)(=O)=O)c1
9.5,N#CCSCC(=O)Nc1ccccc1
-6.0,O=C(Nc1ncccc1Cl)c1ccccc1F
-14.4,C=CCN(CC=C)S(=O)(=O)c1ncn[nH]1
-1.9,COc1ccc(C(=O)C2CCN(C(=O)c3ccco3)CC2)cc1
0.2,CCOc1ccc(NC(=O)c2nnn(CC(=O)Nc3ccccc3OCC)c2N)cc1
0.7,Cc1c(NC(=O)CSc2nnc(N)s2)c(=O)n(-c2ccccc2)n1C
1.5,Cn1c(=O)c2c(nc(N3CCCC3)n2CC(O)CO)n(C)c1=O (configuration not stated)
1.0,CCOc1ccc(-c2c(C#N)c(N)nc3c2c(=O)n(C)c(=O)n3C)cc1OC
3.6,N#CC(C(=O)Nc1ccccc1)=C1Nc2ccccc2N1
-5.5,CC(=O)Nc1ccc(S(=O)(=O)N2CCN(C(=O)N3CCCCCC3)CC2)cc1
-6.0,CCCCCc1c(O)nc(SCC(=O)NCC2CCCO2)[nH]c1=O (configuration not stated)
-1.9,CCOCCCNC(=O)c1c(C)c(C(=O)OCC)n(C)c1C
-1.2,OC(c1cccnc1)c1cccs1 (configuration not stated)
0.6,O=C(Nc1ccc(Cl)cn1)C1CCCN1S(=O)(=O)c1cccc2ccccc12 (configuration not stated)
-16.9,Cc1cc(N2CCN(S(=O)(=O)c3ccc4c(c3)OCCO4)CC2)n2ncnc2n1
15.4,O=c1[nH][nH]c(-c2ccccc2)c1C=Nc1ccccc1Cl
-6.8,[O-]/[N+](=C\c1ccc(F)cc1)c1ccccc1
2.5,CN1CCN(c2ccc(NC(=O)c3ccc4c(c3)OCO4)cc2)CC1
4.1,Cc1ccc(S(=O)(=O)Cc2cccc(C(=O)N3CCOCC3)c2)cc1
-5.1,Cn1c(=O)c2c(ncn2CC(COCc2ccccc2Cl)OCc2ccccc2Cl)n(C)c1=O (configuration not stated)
-18.6,Cc1cc(/C=N/n2cnnc2)c(C)n1-c1ccc(OCc2ccc(Cl)cc2Cl)cc1
-1.8,COC(=O)C1=C(C)N(Cc2ccccc2)C(=NCc2cc(OC)c(OC)c(OC)c2)N[C@H]1c1ccccc1
-2.1,C=CCNc1nc(SCC=C)nc2ccsc12
-3.5,COc1cc2[nH]c(=O)n(CCCC(=O)N3CC=C(c4ccccc4)CC3)c(=O)c2cc1OC

# Looked up above.
# Cc1cc(N2CCN(S(=O)(=O)c3ccc4c(c3)OCCO4)CC2)n2ncnc2n1 @ miR-122 sensor: -16.9
# N#CCSCC(=O)Nc1ccccc1 @ miR-122 sensor: 9.5
# CCC(C)N1CCCCC1C(=O)Nc1c(C)cc(C)cc1C (configuration not stated) @ miR-122 sensor: 12.2
# C=CCNc1nc(SCC=C)nc2ccsc12 @ miR-122 sensor: -2.1
# CC(=O)Nc1ccc(S(=O)(=O)N2CCN(C(=O)N3CCCCCC3)CC2)cc1 @ miR-122 sensor: -5.5

# (next part)
miR-122 sensor,SMILES
14.9,CCOc1cc(-c2c(C#N)c(N)nc3c2CCCC3C)ccc1O (configuration not stated)
8.9,Cc1ccc(S(=O)(=O)NCC(=O)Nc2ccc(C(F)(F)F)cc2)cc1
-3.7,O=C(CC1CCS(=O)(=O)C1)NC1CCCCC1 (configuration not stated)
0.8,Cc1ccsc1C1C2=C(CCCC2=O)Nc2ncnn21 (configuration not stated)
3.0,COc1ccc(S(=O)(=O)N(Cc2ccccc2)Cc2nc3ccccc3c(=O)[nH]2)cc1
0.8,O=C(NCCc1ccccn1)c1ccc(COc2ccccc2)o1
3.9,COc1ccc(CN2CCn3ncc(C(=O)Nc4cc(C)cc(C)c4)c3C2=O)cc1
3.6,CCN1C=C(Cc2ccccc2C)C2=C(C1)C(c1ccccc1C)C(C#N)=C(N)O2 (configuration not stated)
17.9,CCOC(=O)c1cnc(-n2nc(C)cc2C)nc1N(CC)CC
-3.3,Nc1nc(Nc2ccc(Cl)cc2Cl)nc(C(F)(F)F)n1
3.0,Cc1c(Cc2ccccc2)c(=O)oc2cc(OC(=O)c3ccccc3)ccc12
-3.7,Cc1ccc(CC(=O)Nc2ccccc2N2CCOCC2)cc1C
15.8,Cc1ccc(C(=O)OCC2OC3OC(C)(C)OC3C2O)cc1 (configuration not stated)
12.3,O=C(Nc1ccc2c(c1)OCO2)c1cccc(Cl)c1
-5.0,COC(=O)c1ccc(OCCn2cnc3ccccc3c2=O)cc1
-8.0,Cc1nc(NC(=O)CN2CCOCC2)sc1-c1ccccc1
-4.9,CCCCN1CNC(=S)N(c2ccccc2OCC)C1
-12.7,COc1ccccc1N1CCN(Cc2ccc(O)c3ncccc23)CC1
5.5,O=c1c(C(c2nnnn2C2CCCCC2)N2CCCCC2)coc2ccc(Cl)cc12 (configuration not stated)
104.3*,O=C(Nc1ccc(S(=O)(=O)Nc2nccs2)cc1)c1cc(-c2ccccc2Cl)nc2ccccc12
-1.3,O=C1NC(c2ccccc2)=C(c2nc3ccccc3s2)C(c2ccc(O)cc2)N1 (configuration not stated)
7.5,COc1cc(OC)cc(-c2nnc(SCc3cccc(C(=O)O)c3)o2)c1
-2.4,COc1ncnc2c1N[C@@](C)(O)c1c(F)c(F)c(F)c(F)c1S2
-0.2,CN1CCN(NC(=O)c2cccc(Br)c2)CC1
2.8,CCCCOc1ccc(C(=O)N2CCC(C)CC2)cc1
-2.3,CCN(CC)S(=O)(=O)c1cccc(C(=O)N[C@H](C(=O)OCC(=O)Nc2ccccc2)C(C)C)c1
-4.8,Cc1cc(NC(=O)Cn2nc(-c3ccccc3F)ccc2=O)ccc1-n1cnnn1
-3.0,O=c1c2ccccc2nc2n1C1(CCCCC1)Cc1ccccc1-2
-2.2,CC(=O)NC(CC(=O)Nc1cccc(S(=O)(=O)N2CCCCC2)c1)c1ccccc1 (configuration not stated)
-5.4,COc1ccc2c(=O)c(-c3ccccc3C)c(C)oc2c1
3.4,COc1ccc2c(c1OC)C(=O)N(c1cccc(C)c1)C2=O
-2.0,Cc1noc(C)c1COC(=O)C1CC(O)CN1S(=O)(=O)c1ccc(Cl)cc1 (configuration not stated)
-3.7,Cc1cc(NC(=O)CCN2C(=O)C3C4CCC(C4)C3C2=O)c(C)cc1Br (configuration not stated)
-4.8,O=c1oc2ccccc2c(N2CCCCC2)c1CN1CCCC1
-3.8,OCCSc1nc(-c2cccnc2)nc2ccccc12
5.9,CCN(CC)C(=O)CSc1nnc([C@H](Cc2c[nH]c3ccccc23)NC(=O)OC(C)(C)C)o1
-10.7,C=CCn1c(P(=O)(O)c2ccccc2)nc2ccccc21
-8.6,O=C(NCc1cccs1)c1nn2cccnc2c1Cl
10.7,Cc1ccc(C(=O)Nc2ncc(C)s2)o1
-5.5,O=S(=O)(NCCOc1ccccc1)c1ccc2ccccc2c1
4.5,CCc1ccc(C2(O)CC(C(F)(F)F)=NN2C(=O)Cc2ccc([N+](=O)[O-])cc2)cc1 (configuration not stated)
2.5,CCCCNC(=O)/C(C#N)=C/c1ccc(C(=O)OC)cc1
5.2,CCOC(=O)c1sc(NC(=O)Nc2ccccc2F)nc1C
6.9,Nc1nc(-c2cccs2)cs1
-10.9,c1ccc2[nH]c(SCc3cscn3)nc2c1
2.3,Cc1ccc(S(=O)(=O)Oc2ccccc2N2C(=O)C3CC=CCC3C2=O)cc1 (configuration not stated)
1.0,Cc1ccccc1OCC(=O)Nc1ccc(C(N)=O)cc1
-2.5,COc1cc(-c2nc(-c3ccccn3)no2)cc(OC)c1OC
0.4,Cc1ccc(S(=O)(=O)n2cnc3cc([N+](=O)[O-])ccc32)c(C)c1C
49.3,O=C(C1CC1)N1CCc2cc(S(=O)(=O)NCCC3=CCCCC3)ccc21
-7.7,S=c1[nH]nc(-c2ccco2)n1Cc1ccccc1
-3.0,CCOC(=O)/C(C(N)=NC)=C(\O)c1ccccc1
7.3,Cc1ccc(CNC(=O)CCS(=O)(=O)c2ccc(Br)s2)cc1
-9.2,COc1cccc(C2=NOC(C(=O)NCc3cccs3)C2)c1 (configuration not stated)
-7.5,Cc1[nH]nc2c1C(c1ccoc1)C(C#N)=C(N)O2 (configuration not stated)
-0.1,C=CCNC(=O)c1ccccc1NC(=O)c1ccccc1
-9.6,CN(C)c1nc(N(C)C)nc(N2CCCCC2)n1
-4.5,Cn1cnc2cc(OC(=O)c3ccccc3)ccc21
-3.5,Cn1c(NCCN2CCCCC2)cc(=O)n(C)c1=O
5.7,COC(=O)c1cc2sc(Cl)cc2n1CC(=O)Nc1cccc(SC)c1

# Grouped by structure, the entries above with a tert-butyl group
miR-122 sensor,SMILES
-0.6,CC(C)(C)c1ccc(OCC(=O)NNC(=O)Cc2cccs2)cc1
5.9,CCN(CC)C(=O)CSc1nnc([C@H](Cc2c[nH]c3ccccc23)NC(=O)OC(C)(C)C)o1

# Next part
miR-122 sensor,SMILES
-7.7,O=C1C2C(C(=O)N1CC1CCCO1)C1C=CC2C12CC2 (configuration not stated)
-2.5,Nc1c(C(=O)NCC2CCCO2)c2nc3ccccc3nc2n1-c1ccccc1 (configuration not stated)
-1.3,COc1cccc(CNCC(O)(c2ccc(Cl)cc2)c2ccc(Cl)cc2)c1
1.1,COc1ccccc1NC(=O)C(C)NS(=O)(=O)c1ccc(F)cc1 (configuration not stated)
0.1,CCCn1c(N2CCN(CC(=O)NCc3cccs3)CC2)nc2ccccc21
-2.3,Oc1c(CN2CCOCC2)cc(-c2ccccc2)cc1CN1CCOCC1
2.8,CCC1Oc2ccc(C)cc2N(CC(=O)NCCCN2CCCCC2CC)C1=O (configuration not stated)
-8.7,COc1ccc(-c2nn3c(C4CCCCC4)nnc3s2)cc1OC
-6.3,COc1ccc(Cc2c(N)nc(N)nc2N)cc1
18.5,COc1ccc(S(=O)(=O)Nc2cc(C)ccn2)cc1
-5.6,CC1(C)CC(=O)C2=C(C1)NC(=O)CC2c1cc(F)ccc1F (configuration not stated)
0.3,COc1ccccc1CN1CCCC(C(=O)N(C)Cc2ccccc2)C1 (configuration not stated)
-3.4,O=C(NCCc1ccccc1)C1CCN(S(=O)(=O)c2ccc(-n3cnnn3)cc2)CC1
-14.5,CCc1ccc(-c2nc(CN3CCC(C(=O)NCc4ccc(F)cc4)CC3)c(C)o2)cc1
-1.7,CC(C)COC(=O)Nc1nnc(SCCOc2ccccc2)s1
-6.9,COC(=O)c1sc(N)c(C(=O)OC)c1COC(=O)CCNS(=O)(=O)c1ccc(C)cc1
-2.0,Cc1ccc(C(=C2C3C=CC2C2C(=O)NC(=O)C32)c2ccc(C)cc2)cc1 (configuration not stated)
3.8,Cc1ccc(-c2ccc(CCC(=O)O)n2-c2ccc(O)cc2)cc1

# Bioassay records from PubChem BioAssay.
